ATG4B inh: inhibitors of human ATG4B cysteine protease; AID 504462; 340,000 tested, 0.51% active; ATG4B cleavage of LC3-PLA2, NBD-HPC fluorescence, 1 h; Q9Y4P1; inhibition, % at 8.33 µM; in the data active means inhibition above about 40%
Target sequence (Q9Y4P1 whole entry, looked up): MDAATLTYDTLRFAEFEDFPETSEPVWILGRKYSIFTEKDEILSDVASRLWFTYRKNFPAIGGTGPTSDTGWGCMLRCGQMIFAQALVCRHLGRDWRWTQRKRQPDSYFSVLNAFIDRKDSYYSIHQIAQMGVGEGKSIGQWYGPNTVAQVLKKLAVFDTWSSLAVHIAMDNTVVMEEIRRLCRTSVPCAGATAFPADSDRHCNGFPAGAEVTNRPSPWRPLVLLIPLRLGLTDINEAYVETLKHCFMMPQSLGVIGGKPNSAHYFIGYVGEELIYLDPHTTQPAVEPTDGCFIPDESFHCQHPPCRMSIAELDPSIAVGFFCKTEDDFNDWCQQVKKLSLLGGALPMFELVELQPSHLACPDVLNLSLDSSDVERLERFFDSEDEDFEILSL
PfGluPho inh: PfG6PD (Plasmodium falciparum) enzyme inhibition; PfGluPho enzyme, NADPH resazurin-diaphorase fluorescence; inhibition, % at 20 µM; 350,000 tested, 0.78% active; AID 504690;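 active means inhibition reaching at least a set limit at 20 µM in the primary screen, cut at about 59% in these data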;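 further: 0% = DMSO wells with substrate and 100% = DMSO wells lacking glucose-6-phosphate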
GRIN3A LBD mod: modulates the human NR3A ligand-binding domain. NR3A LBD differential scanning fluorimetry, Tm shift; 0% = protein alone, 100% = glycine-bound protein. Tm shift relative to glycine control, % at 25 µM. 340,000 tested, 2.5% active;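 active means melting temperature shift of at least 10% of the positive control shift, at one fixed dose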
HKDC1 inhibitor: blocks human hexokinase HKDC1 activity; inhibition, % at 20 µM; AID 493160; 340,000 tested, 0.16% active; recombinant HKDC1, G6PDH/diaphorase resazurin coupled fluorescence;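 active means inhibition above about 35% when tested at 20 µM, limit read from the data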;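 further: plate controls were DMSO wells with enzyme for no effect and DMSO wells lacking enzyme for full effect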
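test system = in-house recombinant HK5 (HKDC1) enzyme | amount = HKDC1 at 5 µg/mL | control set = DMSO-enzyme wells negative, buffer-substituted wells positive | compound = one dose of 20 µM, 1% DMSO | schedule = reaction time 90 min, room temperature, protected from light | technique = resorufin fluorescence at 613 nm | reagent = glucose with 1 mM ATP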
SENP8 inh: inhibitors of human SENP8 protease; inhibition, % at 20 µM; Q96LD8; recombinant SENP8, Nedd8 substrate fluorescence; 360,000 tested, 0.64% active; in the data active means inhibition mostly above about 40%, no sharp cut-off; inactive means mostly below about 27%
Target sequence (Q96LD8 whole entry, looked up): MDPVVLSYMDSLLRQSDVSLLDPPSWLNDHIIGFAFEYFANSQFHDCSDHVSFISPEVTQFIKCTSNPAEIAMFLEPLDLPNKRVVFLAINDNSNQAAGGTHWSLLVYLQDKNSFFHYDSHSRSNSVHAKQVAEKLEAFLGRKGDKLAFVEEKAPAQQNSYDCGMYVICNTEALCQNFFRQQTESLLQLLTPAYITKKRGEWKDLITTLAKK
MPTP inh: blocks calcium-induced mitochondrial swelling. isolated mouse mitochondria, Ca2+ swelling absorbance, 30 min. inhibition, % at 10 µM. 360,000 tested, 1.4% active. AID 602449;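 active means inhibition of 50% or more, scaled per plate between neutral and stimulator controls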;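 further: 0% = DMSO wells given calcium and 100% = 1 mM EGTA wells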
SENP7 block: SENP7 protease inhibition; Q9BQF6; 330,000 tested, 1.5% active; inhibition, % at 5 µM; recombinant SENP7, Z-RLRGG-aminoluciferin luminescence, 40 min; AID 434973;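 active means inhibition above about 50% at the single test dose, limit read from the data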;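 further: plate controls were DMSO with enzyme for no effect and no enzyme buffer wells for full effect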
Target sequence (Q9BQF6 706-1050 limits assumed): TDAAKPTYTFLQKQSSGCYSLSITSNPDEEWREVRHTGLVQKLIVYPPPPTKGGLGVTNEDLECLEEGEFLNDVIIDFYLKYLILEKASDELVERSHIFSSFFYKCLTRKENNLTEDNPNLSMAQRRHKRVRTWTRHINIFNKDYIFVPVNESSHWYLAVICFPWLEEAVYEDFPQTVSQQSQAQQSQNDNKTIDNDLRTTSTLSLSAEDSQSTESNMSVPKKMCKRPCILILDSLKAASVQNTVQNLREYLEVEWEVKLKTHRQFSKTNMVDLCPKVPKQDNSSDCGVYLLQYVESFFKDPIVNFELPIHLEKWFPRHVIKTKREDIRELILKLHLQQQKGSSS
SENP6 inh: SENP6 protease inhibition; Q9GZR1; Recombinant SENP6 catalytic domain, aminoluciferin luminescence; inhibition, % at 10 µM; 330,000 tested, 1.8% active; AID 2599;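 active means inhibition above about 50% at the single tested dose, limit read from the data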;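 further: plate controls were DMSO wells with enzyme for no effect and DMSO wells lacking enzyme for full effect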
Active calls of the source: *; . = not tested or not shown. Compounds as they come, and some 6.9% of all compounds hit somewhere here.

SMILES	ATG4B inh	PfGluPho inh	GRIN3A LBD mod	HKDC1 inhibitor	SENP8 inh	MPTP inh	SENP7 block	SENP6 inh
NC(=O)CC(NC(=O)Cc1cccc2ccccc12)c1ccc(N2CCN(c3ccc(F)cc3)CC2)c([N+](=O)[O-])c1 (stereo unspecified)	-9	6	-4	-4	27	-0.4	3	-5
O=C(Cn1ccc(NC(=O)OCc2ccccc2)nc1=O)NCC1CCCO1 (stereo unspecified)	-6	-6	-2	-6	11	0.1	-13	-12
Cc1cc(C)c(C)c(S(=O)(=O)Nc2ccccc2C(=O)NCCCn2ccnc2)c1C	-5	-5	-2	2	-171	-2.9	.	.
COc1ccc(NC(=O)N2CCCC(c3nc(-c4ccc(OC)cc4)no3)C2)cc1 (stereo unspecified)	-6	7	-10	-5	15	11	2	-2
CN(c1ccccc1)S(=O)(=O)c1ccc2[nH]c(=O)[nH]c2c1	-7	-12	-1	4	6	-0.3	-1	4
CCCCCn1c(=O)[nH]c2cc(C(=O)NCCN3CCCCC3C)ccc2c1=O (stereo unspecified)	-2	5	0	-1	-220	0.3	5	-11
CC(C)c1ccc(NC(=O)c2ccccc2NC(=O)C2CC=CCC2C(=O)O)cc1 (stereo unspecified)	-11	-1	-1	-5	-60	-1.0	-7	-5
CC(C)NC(=O)c1cc(-c2ccc(Br)cc2)on1	16	-1	-1	-4	12	0.7	10	-4
O=C1CN(C(=O)CSc2nc(-c3ccccc3)cs2)c2ccccc2N1	16	7	0	-4	1	-0.4	3	5
COc1ccc(C=C2C=C(C(C)(C)C)C(=O)C(C(C)(C)C)=C2)cc1OC	1	47	3	18	15	-1.3	5	-10
O=C(Nc1nccs1)c1ccc(-c2ccc(F)cc2)o1	-5	3	-17	1	-138	0.9	-3	-30
CC(=O)c1cc(-c2ccc(F)cc2)n(CCC(=O)Nc2cccc(C)n2)c1C	-5	-48	-3	7	10	2.8	-1	7
CCOC(=O)C(NC(=O)c1ccccc1F)(Nc1cc(C)on1)C(F)(F)F (stereo unspecified)	-8	-4	-2	-12	15	0.8	0	20
COc1ccc2c(CC(=O)OCC(=O)Nc3cccc(C)c3)coc2c1	-14	5	-4	4	-64	-0.9	0	3
Cc1c(Cc2ccccc2)c(=O)oc2c(C)c(OCC(=O)NCc3ccccn3)ccc12	-8	1	-6	-2	-182	-0.5	5	-1
CCOc1ccc(C(C(=O)NCC2CCCO2)N(Cc2cccnc2)C(=O)c2snc(C(N)=O)c2N)cc1 (stereo unspecified)	-6	4	0	-11	-275	0.3	-6	-25
CCN1C(=O)C(CC(=O)Nc2ccc(OC)cc2)N(Cc2ccco2)C1=S (stereo unspecified)	-7	-3	-8	-8	23	-0.3	-3	-8
CCOC(=O)CNC(=O)CNC(=O)c1ccc(OC)cc1	-8	-6	0	2	3	16	7	18
N#Cc1ccc(NC(=O)COC(=O)CCc2nc3ccccc3c(=O)[nH]2)cc1	-4	-13	-5	-5	-5	3.0	-6	-12
Cc1cc(Nc2ccc(N3CCC(C)CC3)cc2)n2ncnc2n1	-4	13	1	-4	15	0.0	-12	-17
C=CCNC(=S)Nc1ccc(C)cc1[N+](=O)[O-]	8	-4	1	15	8	-0.6	-4	-31
COc1ccccc1C(=O)NCC(=O)n1nc(C)cc1C	-11	15	-3	4	29	-0.8	-11	-21
C=CCn1c(-c2ccccc2)c[nH]c1=S	-14	-5	-1	1	-16	1.0	-5	32
COc1ccc(CNC(=O)C2CC(c3ccc(OC)cc3)=NO2)cc1 (stereo unspecified)	7	4	0	-10	11	-1.2	-13	-16
CC(=O)N1CCc2cc(Br)cc(S(=O)(=O)N3CCN(c4ccccn4)CC3)c21	-2	-6	3	-4	6	-0.5	-3	-12

Arranged by the number under GRIN3A LBD mod (highest first): six of the compounds above
| canonical_smiles | GRIN3A LBD mod |
| --- | --- |
| COc1ccc(C=C2C=C(C(C)(C)C)C(=O)C(C(C)(C)C)=C2)cc1OC | 3 |
| CCCCCn1c(=O)[nH]c2cc(C(=O)NCCN3CCCCC3C)ccc2c1=O (stereo unspecified) | 0 |
| CCOC(=O)C(NC(=O)c1ccccc1F)(Nc1cc(C)on1)C(F)(F)F (stereo unspecified) | -2 |
| NC(=O)CC(NC(=O)Cc1cccc2ccccc12)c1ccc(N2CCN(c3ccc(F)cc3)CC2)c([N+](=O)[O-])c1 (stereo unspecified) | -4 |
| COc1ccc(NC(=O)N2CCCC(c3nc(-c4ccc(OC)cc4)no3)C2)cc1 (stereo unspecified) | -10 |
| O=C(Nc1nccs1)c1ccc(-c2ccc(F)cc2)o1 | -17 |

Later entries.
SMILES	ATG4B inh	PfGluPho inh	GRIN3A LBD mod	HKDC1 inhibitor	SENP8 inh	MPTP inh	SENP7 block	SENP6 inh
N#Cc1nc(-c2cccs2)oc1NCC1CCCO1 (stereo unspecified)	-2	-16	0	16	-255	0.9	-3	-8
O=C(CSc1ccccc1F)NNC(=O)c1cncc(Br)c1	-3	-10	0	-2	13	-3.4	0	13
Cc1cc(C(=O)NC2CCC(C)CC2)c(C)o1 (stereo unspecified)	-7	13	-1	-1	4	-1.4	-2	0
Cc1ccc2[nH]c(=O)c(CN(CCCO)S(=O)(=O)c3cccc4nsnc34)cc2c1	-11	12	.	-4	4	1.2	3	-17
COC(=O)c1ccc(NS(=O)(=O)c2ccc(-c3cc(C)no3)s2)cc1	3	-25	-6	-5	7	-0.7	16	-2
CN(CC(=O)Nc1ccccc1F)CC(=O)Nc1ccc(F)c(F)c1F	1	-11	2	-9	26	-0.5	-4	-13
Cc1cc(/C=N/n2c(COc3ccccc3C)nc3ccccc3c2=O)c(O)c([N+](=O)[O-])c1	9	-6	9	-30	25	70*	1	4
Oc1cccc2ccc(/C=C/c3ccccc3Cl)nc12	0	11	5	11	-36	-1.0	84*	99*
O=[N+]([O-])c1ccc(Nc2nc(N/N=C\c3ccc4c(c3)OCO4)nc(N3CCCCC3)n2)cc1	3	3	13*	0	28	2.7	5	-16
Cc1cc(C(C)(C)C)cc(C)c1COC(=O)C1CCC(=O)N1 (stereo unspecified)	-9	5	0	-3	7	-1.0	1	-6
CCOC(=O)c1[nH]c(C)c(C(=O)N2CCN(c3ccccc3OC)CC2)c1C	-16	-13	-3	-10	-10	0.8	1	-1
CN(C)S(=O)(=O)c1ccc(C(=O)OCC(=O)Nc2sc3c(c2C#N)CCCCC3)cc1	-13	-36	5	8	15	5.6	5	5
CC(C(=O)NC1CCCCC1)N(Cc1ccc(F)cc1)C(=O)c1snc(C(N)=O)c1N (stereo unspecified)	3	-3	0	-3	-292	5.2	-2	-4
CN(C(=O)CSc1nnc(CN2CCCC2)n1Cc1ccccc1)c1ccccc1	6	-3	-2	-4	8	-1.7	0	-6
CCn1c(SCc2nc3ccccc3s2)nnc1-c1cccs1	6	30	0	11	-46	-1.6	-7	-4
Cc1ccc(CNC(=O)COC(=O)c2cnccn2)cc1	13	-9	-1	-14	12	-0.8	-1	0
CCCOc1ccc(-c2nc(OCC)c3ccccc3n2)cc1	-10	19	1	2	-33	4.6	3	-11
O=C(NC(Cc1ccc(O)cc1)C(=O)O)c1ccco1 (stereo unspecified)	1	-15	0	-8	9	-0.3	0	-18
O=C(NC1CCS(=O)(=O)C1)c1cccc(S(=O)(=O)N2CCCCC2)c1 (stereo unspecified)	-11	-1	2	-3	18	-0.1	0	0
O=C(CSc1nnc(-c2ccccc2)n1-c1ccc(Cl)cc1)N/N=C/c1ccccc1C(=O)O	-2	-7	1	0	36	0.8	-9	-12
COC(=O)c1cn(C(=O)c2ccc(OC)c(OC)c2)c2ccccc12	-5	11	-2	-3	-8	0.3	-6	27
CC(C)(C)c1ccc(CS(=O)(=O)CC(O)CN2CCCC2=O)cc1 (stereo unspecified)	0	-3	-7	-6	6	-1.0	1	-21
Cc1cc(C)c2c(CC(=O)Nc3nccs3)coc2c1	-1	10	-2	2	4	0.4	0	-4
O=C(CN(C1CCCCC1)S(=O)(=O)c1ccc(F)cc1)NCc1ccncc1	-6	5	-1	-1	12	-0.2	6	5
N#Cc1cccc(CSc2nnc(CCCO)n2-c2ccccc2)c1	-7	3	-2	-6	18	-2.1	4	-1

An excerpt from above in order of formula weight, smallest number first.
SMILES	ATG4B inh	PfGluPho inh	GRIN3A LBD mod	HKDC1 inhibitor	SENP8 inh	MPTP inh	SENP7 block	SENP6 inh
COc1ccc2c(CC(=O)OCC(=O)Nc3cccc(C)c3)coc2c1	-14	5	-4	4	-64	-0.9	0	3
CCn1c(SCc2nc3ccccc3s2)nnc1-c1cccs1	6	30	0	11	-46	-1.6	-7	-4
CC(=O)N1CCc2cc(Br)cc(S(=O)(=O)N3CCN(c4ccccn4)CC3)c21	-2	-6	3	-4	6	-0.5	-3	-12

The list goes on.
SMILES	ATG4B inh	PfGluPho inh	GRIN3A LBD mod	HKDC1 inhibitor	SENP8 inh	MPTP inh	SENP7 block	SENP6 inh
Cc1ccc(C(=O)C2=C(O)C(=O)N(Cc3cccnc3)C2c2ccc(Cl)c(Cl)c2)o1 (stereo unspecified)	2	-5	-2	6	-46	-1.9	-2	-11
COc1ccc(CSc2nnnn2C)cc1[N+](=O)[O-]	-1	-5	-1	0	48*	-0.7	9	-3
COc1ccc(C2/C(=C(/O)c3ccccc3)C(=O)C(=O)N2CCCN2CCOCC2)cc1 (stereo unspecified)	-2	-8	-1	0	3	-1.4	-5	30
C=CCCN(Cc1ccccc1)S(=O)(=O)c1ccccc1Br	6	6	3	3	16	-1.3	0	8
Cc1ccc(NC(=O)CNCC(c2ccccc2)N(C)C)cc1F (stereo unspecified)	-9	0	0	-3	8	4.1	-12	-2
O=C(CSc1nnnn1C1CCCC1)NCc1ccc2c(c1)OCO2	11	-10	2	12	23	-1.9	2	-1
CCOC(=O)c1[nH]c2ccc(OCC)cc2c1NC(=O)CN1CCCC(C)C1 (stereo unspecified)	0	11	0	3	-469	-2.9	-7	-4
Cc1cccc(-c2cnn(-c3ccccc3)c2N)c1	13	-12	0	1	7	1.1	66*	50*
O=C(NCc1ccccn1)c1cc(-c2ccccc2)on1	-10	-5	1	-15	4	-0.4	9	-22
COc1cc(NC(=O)CCCC(=O)OCC(F)(F)C(F)F)nc(OC)n1	-12	7	1	-7	4	0.5	7	2
CCN(CC1COc2ccccc2O1)C(=S)NC1CC2CCC1C2 (stereo unspecified)	4	-12	3	-10	20	-0.9	-5	-18
Cc1ccc2c(Cl)c(C(=O)N/N=C/c3cccn3C)sc2c1	-4	3	-5	3	-5	2.3	84*	39
CC(C)(C)c1ccc(OCCNC(=S)Nc2ccccc2)cc1	25	9	7	1	-318	92*	2	-5
O=C(CCC1CCCC1)N1CCN(C2CCCC2)CC1	-7	2	-1	-3	11	-3.0	-9	-15
O=C(COc1ccc(NC(=O)c2ccccc2)cc1)c1ccccc1	-4	-12	-19	-2	12	-0.6	12	-14
CC(=O)Nc1ccc(NC(=O)C(C)OC(=O)CNS(=O)(=O)c2cccc(Cl)c2)cc1 (stereo unspecified)	2	-15	-6	-8	3	-0.9	1	-3
COC(=O)C(C)Oc1ccc(Cl)c(CN2OCC(C)(C)C2=O)c1 (stereo unspecified)	-5	22	-1	-3	18	-0.9	0	-13
Cc1[nH]c2ccccc2c1C(=O)COC(=O)C1CC(O)CN1S(=O)(=O)c1ccc(Cl)cc1 (stereo unspecified)	-20	13	-12	2	0	0.9	-1	16
Cc1ccc(NC(=O)N2CCSc3ccccc32)cc1	6	2	-1	-2	8	-0.5	3	-16
Cc1ccc(O)c(Nc2ncnc3ccccc23)c1	5	-12	-1	-2	-6	-0.1	3	-13
CC1(C)CC(=O)C=C(c2cccc(CO)c2)C1	4	-4	-3	-7	4	0.9	-3	-4
O=C(Cc1ccc(Cl)cc1)Nc1cc(Cl)ccn1	-1	7	2	1	4	2.2	3	12
COc1ccc(CSC2=NCCN2)cc1Br	3	-3	2	-2	13	0.5	-1	-8
COc1cc2c(cc1OC)CN(CC(=O)Nc1ccc(F)cc1)CC2	4	-5	-2	-6	-83	0.0	1	-6
CC(NC(=O)c1nn(C)c(=O)c2ccccc12)c1ccc(F)cc1 (stereo unspecified)	7	7	1	-5	4	1.7	-1	-9
O=C(c1ccc(S(=O)(=O)NCc2ccco2)cc1)N1CCN(Cc2ccc3c(c2)OCO3)CC1	5	-10	-1	2	15	-1.7	-8	-8

High-throughput results from PubChem BioAssay.
